# A549 viability: kills or reduces viability of A549 cells in Nrf2 counter-screen. A549 ARE-Fluc cells, CellTiter-Fluor viability, 18-24 h. Potency, µM (titrated, usually from 46 µM), for inactives: at the highest dose activity change, negative = cytotoxicity, actives largely listed as inhibitors. hit rate 0.16% among 390,000. AID 504648; note: % is set by controls: 0 for no effect and ±100 for the full control effect
#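 A549 ARE-Fluc cells in 5% FBS OPTI-MEM, 5000 cells/well, rested 2 h then exposed to compounds in concentration-response for 18-24 h at 37 °C. Viability by CellTiter-Fluor fluorescence (Ex 405/Em 525) after 30 min; luciferase luminescence (BugLite, 15 min, RT) read afterwards.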
# Nrf2 activator: Nrf2 pathway activation; hit rate 0.31% among 410,000; Potency, µM (titrated, usually from 46.1 µM), without a hit: at the top dose activation, actives largely listed as activators; AREc32 ARE-luciferase reporter (MCF7-derived line), luminescence, 24 h; note: % of control where 0% means no effect; nearly all actives have a fitted effect of over 65% in size
#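 AREc32 cells carrying an ARE-driven firefly luciferase, 1000 cells/well in OPTI-MEM with 5% FBS, dosed after overnight attachment and incubated 24 hr at 37 deg C. Steady-Glo luminescence read after 30 min at RT.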
# Nrf2 block: blocks Nrf2 signaling | A549 ARE-Fluc reporter, luciferase luminescence, 18-24 h | Potency, µM (titrated, usually from 46 µM), for the others: at the highest dose activity change, negative = inhibition, most hits filed as inhibitors | hit rate 2.1% among 360,000 | AID 504444; note: % is set by controls: 0 for no effect and ±100 for the full control effect; nearly all actives have a fitted effect of over 60% in size
#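 Nrf2 activity is the BugLite luminescence, read 15 min after reagent at room temperature, following CellTiter-Fluor cytotoxicity readout (30 min, 37C). Compound titrations were applied for 18-24 h to 5000 A549 ARE_Fluc cells/well in 5% FBS OPTI-MEM.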
# EPAC2 antag: EPAC2 (human) antagonism; EPAC2 GEF exchange of Rap1B-BODIPY-GDP, fluorescence; Potency, µM (series often up to 114 µM), inactives show top-dose activity, negative = inhibition, usual class: inhibitors; hit rate 0.18% among 360,000; AID 720708; note: % is set by controls: 0 for no effect and ±100 for the full control effect; nearly all actives have a fitted effect of over 45% in size; many of its hits are not listed in these tables
# Target sequence (Q8WZA2 whole entry, looked up): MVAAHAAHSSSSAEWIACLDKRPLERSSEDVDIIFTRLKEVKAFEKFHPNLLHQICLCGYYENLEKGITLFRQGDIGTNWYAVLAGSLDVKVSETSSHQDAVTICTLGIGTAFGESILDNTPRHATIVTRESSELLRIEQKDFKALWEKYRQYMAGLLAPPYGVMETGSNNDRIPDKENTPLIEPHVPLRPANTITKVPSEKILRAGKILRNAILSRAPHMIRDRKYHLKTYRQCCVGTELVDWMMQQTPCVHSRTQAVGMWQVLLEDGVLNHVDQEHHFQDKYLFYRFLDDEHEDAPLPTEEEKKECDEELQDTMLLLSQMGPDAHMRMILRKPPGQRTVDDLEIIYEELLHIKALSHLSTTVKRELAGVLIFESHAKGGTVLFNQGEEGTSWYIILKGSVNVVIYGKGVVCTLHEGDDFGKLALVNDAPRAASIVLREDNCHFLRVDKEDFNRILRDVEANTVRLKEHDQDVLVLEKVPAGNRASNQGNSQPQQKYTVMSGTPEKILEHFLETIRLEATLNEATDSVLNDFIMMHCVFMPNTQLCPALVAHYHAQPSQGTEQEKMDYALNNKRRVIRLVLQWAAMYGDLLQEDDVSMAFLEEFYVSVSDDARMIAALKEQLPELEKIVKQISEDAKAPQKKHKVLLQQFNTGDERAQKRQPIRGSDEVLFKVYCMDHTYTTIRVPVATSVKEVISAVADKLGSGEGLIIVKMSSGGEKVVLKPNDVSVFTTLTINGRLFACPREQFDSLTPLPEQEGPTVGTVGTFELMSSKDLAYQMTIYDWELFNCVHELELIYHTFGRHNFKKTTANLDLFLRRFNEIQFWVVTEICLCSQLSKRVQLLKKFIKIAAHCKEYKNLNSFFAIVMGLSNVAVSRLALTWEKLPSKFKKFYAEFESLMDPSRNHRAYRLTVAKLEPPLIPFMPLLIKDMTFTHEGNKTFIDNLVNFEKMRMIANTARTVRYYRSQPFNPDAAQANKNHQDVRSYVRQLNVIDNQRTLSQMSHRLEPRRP
# TGFb SMAD3 inh: blocks TGF-b signaling. HepG2 CAGA-GFP TGF-b/SMAD3 reporter, GFP fluorescence, 18 h; TGF-beta stimulated, 500 pg/mL final. Potency, µM (top dose mostly 46.1 µM), for inactives: top-dose activity, negative = inhibition, usual class: inhibitors. hit rate 1.2% among 410,000. AID 588855; note: % is set by controls: 0 for no effect and ±100 for the full control effect; nearly all actives have a fitted effect of over 65% in size
#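 HEPG2 CAGA-GFP reporter cells (1000/well, DMEM with 1% FBS) received compounds, then recombinant TGF-beta at 500 pg/mL final for 18 hours at 37 degrees C. Per-cell GFP summed per well was normalised to unstimulated and stimulated DMSO controls before curve fitting.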
# HepG2 viability: counter-screen for TGF-b inhibitors: cytotoxicity in HepG2 cells; Potency, µM (top dose mostly 46.1 µM), inactives show at the top dose activity change, negative = cytotoxicity, usual class: cytotoxic; HepG2 CAGA-GFP viability, ATP luminescence, 18 h; hit rate 0.76% among 410,000; note: some results filed as inactive show a strong effect at the top dose
#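 HepG2 CAGA-GFP cells (1000/well, DMEM with 1% FBS) received compound, then TGF-beta at 500 pg/mL final, and were incubated 18 hours at 37 degrees C. Viability was read by CellTiter-Glo luminescence. Media-only wells were set as complete cell-killing and DMSO as no toxicity.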
# ATXN2 expr inh: ATXN2 expression inhibition; HEK-293 ATXN2-luciferase reporter, luminescence, 24 h; Potency, µM (titrated, usually from 57 µM), inactives show at the top dose activity change, negative = inhibition, most hits filed as inhibitors; hit rate 0.72% among 360,000; note: % is set by controls: 0 for no effect and ±100 for the full control effect; nearly all actives have a fitted effect of over 55% in size
#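 qHTS (up to 57 uM final) was run with 24 h compound exposure of reporter cells at 37 °C. Each well was multiplexed: SteadyGlo luminescence measured ATXN2-luciferase expression after a fluorogenic Gly-Phe-AFC viability readout (25 uM final).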
# MCF10A rerep: induces DNA re-replication in MCF 10a normal breast cells. MCF 10A DNA re-replication, Hoechst nuclear intensity, 48 h. Potency, µM (doses to about 46.1 µM), without a hit: at the top dose activity, positive = re-replication, most hits filed as activators. hit rate 2.9% among 350,000. AID 624296; note: % of control where 0% means no effect; nearly all actives have a fitted effect of over 50% in size
# ATXN viability: viability counter-screen for ATXN expression inhibitors; S2 cells (HEK-293 line with an ATXN2-luciferase reporter) viability, CellTiter-Fluor protease fluorescence, 24 h; Potency, µM (doses to about 56.7 µM), actives largely listed as cytotoxic; hit rate 0.49% among 400,000; AID 651635; note: nearly all actives have a fitted effect of over 40% in size
# Active calls of the source: *; i = inactive; ? = inconclusive; nt = no result given; [ ] = another dose, or the depositor's remark. Calls come from the whole dose curve; as a rule, active = well fitted curve in the direction sought with a large enough effect; inconclusive = small, poorly fitted or top-dose-only effect, or another doubt; inactive = no such curve, though single readings can be large; an effect the other way counts as inactive or inconclusive. Potency is the fitted concentration of half-maximal effect. Some of the compounds tested (hit frequency here may not be typical).
mol,A549 viability,Nrf2 activator,Nrf2 block,EPAC2 antag,TGFb SMAD3 inh,HepG2 viability,ATXN2 expr inh,MCF10A rerep,ATXN viability
CCC1=NN(C(=O)CCc2ccccc2)C(O)(C(F)(F)F)C1 (configuration not stated),-4.4%,-0.2%,-11.1%,-7.6%,2.6%,7.7%,-0.8%,?,i
COc1cc2ccccc2cc1C(=O)N/N=C/c1ccc2c(c1)OCO2,-18.7%,-0.2%,7.1%,3.8%,?,0.9%,-14.8%,?,?
O=C(NCc1ccccc1)c1cncc(Br)c1,-1.2%,-0.6%,-10.8%,14.6%,-8.1%,-24.4%,6.8%,-0.8%,i
O=c1c2c(nc3c(-c4ccc(Cl)cc4)c[nH]n13)CCCC2,-11.9%,-1.1%,7.94µM*,-1.5%,?,-21.9%,15.8µM*,1.6%,?
CCOC(=O)C1=C(C)Nc2ccccc2N/C1=N\S(=O)(=O)c1cccc(Cl)c1,-10.6%,-0.8%,?,-5.4%,-6.4%,-24.3%,-10.0%,1.3%,i
COc1ccc([C@H]2[C@H](C(=O)OC(C)(C)C)N3N=Cc4ccccc4C3C23C(=O)c2ccccc2C3=O)cc1OC (some centres not stated),?,2.5%,-20.2%,-2.4%,-9.7%,-4.6%,5.7%,3.2%,?
Cc1ccc2nc(-c3ccncc3)c(Nc3ccccc3C)n2c1,-1.6%,8.1%,?,nt,-29.8%,-3.5%,122.9%[activator],nt,?
COCCNC(=O)C1CCCN(Cc2ccccc2)CC1 (configuration not stated),nt,0.3%,nt,0.6%,4.3%,2.8%,7.0%,nt,i
COc1ccc(Oc2coc3cc(O)ccc3c2=O)cc1,9.1%,-0.1%,?,-7.7%,6.0%,-0.3%,-14.7%,-0.5%,i
O=C(Cc1csc(NC(=O)Nc2cccc(Cl)c2)n1)NC1CCCC1,?,7.4%,?,-5.9%,?,-17.2%,9.3%,14.4%,i
COc1ccc(Cc2nnc3c4cnn(C)c4ncn23)cc1,-0.7%,0.0%,15.5%,10.3%,-18.8%,2.4%,13.2%,-0.5%,i
Cc1ccc(S(=O)(=O)Nc2ccccc2C(=O)NCC2CCCO2)cc1 (configuration not stated),0.6%,0.2%,-0.4%,19.7%,-0.9%,-6.5%,-2.1%,-6.0%,i
O=C(c1ccco1)N1CCN(Cc2cc(=O)c(OCc3ccccc3)co2)CC1,0.0%,-0.2%,-16.4%,-7.9%,25.9%,11.6%,-6.3%,0.6%,i
COc1ccccc1-c1cc(C(=O)NCc2ccc(Cl)cc2)no1,-7.8%,-0.5%,?,1.1%,27.0%,-3.6%,4.2%,6.8%,i
CNc1nc(C(=O)O)nc(N2CCOCC2)n1,-7.9%,-0.4%,9.1%,2.3%,19.8%,0.5%,8.0%,16.5%,?
Cc1ccc(S(=O)(=O)N2CCN(CC(=O)Nc3ccc4c(c3)CCC4)CC2)cc1C,-9.4%,2.7%,?,5.4%,-5.2%,10.2%,-8.5%,7.3%,i
CC(=O)c1ccc(OCc2cc(=O)n3ccsc3n2)cc1,1.4%,2.5%,17.0%,-1.3%,0.0%,-23.8%,14.0%,0.8%,i
CCC(NC(=O)OC(C)(C)C)C(=O)Oc1ccc2c3c(c(=O)oc2c1)CCC3 (configuration not stated),?,0.1%,?,-5.7%[57.1 µM],-11.4%,-2.8%,8.0%,-4.6%,i
CCc1cc2c(CN(C)Cc3ccccc3F)cc(=O)oc2cc1O,-5.9%,0.1%,?,?,?,-48.9%,-25.3%,18.4µM*,i
Cc1ccc(NC(=O)/C=C/c2cccc(C(F)(F)F)c2)cc1,0.5%,6.0%,-23.3%,1.6%,7.1%,-0.9%,-4.4%,-2.3%,i
O=C(C[n+]1cc(Br)cc(Br)c1)c1ccc(-c2ccccc2)cc1,-1.0%,4.2%,4.5%,0.4%,3.9%,-35.8%,-5.2%,6.5%,i
Cc1nn(C)c2c1c(C(F)(F)F)cc(=O)n2C(C)C(=O)NCc1ccccc1 (configuration not stated),14.9%,-1.3%,-6.1%,nt,-5.3%,-0.7%,0.8%,nt,i
Cc1ccc(S(=O)(=O)N[C@@H](C)C(=O)N2CCC(C(=O)N[C@@H](Cc3ccccc3)C(=O)O)CC2)cc1,-3.5%,0.0%,0.4%,-1.3%,1.7%,-1.9%,8.3%,0.2%,i
COc1cc(NC(=O)COC(=O)CNC(=O)c2ccc(C)cc2)c(C)cc1[N+](=O)[O-],-14.0%,-0.3%,-24.4%,7.6%,7.3%,11.4%,nt,2.0%,i
O=C(C[C@H]1C/C=C\CC[C@H](Cc2ccc(F)cc2)C(=O)OC[C@H]2CCCN2C1=O)NCCO,7.0%,-0.2%,1.8%,-2.5%,-4.1%,-8.1%,3.3%,10.8%,i
Cc1ccc(S(=O)(=O)CCC(=O)Nc2ccc(Br)cc2C)cc1,4.7%,0.5%,-3.1%,nt,-13.5%,-31.2%,nt,nt,nt
O=C(NCC1CCN(Cc2cccc(Cl)c2)CC1)Nc1ccccc1Cl,-11.6%,4.9%,4.1%,16.3%,0.0%,-31.0%,-21.9%,14.8%,i
COc1ccc(/C=N\NC(=O)COc2ccccc2Cl)cc1Cn1nc(C)cc1C,-17.4%,0.3%,-19.1%,-4.4%,?,-50.1%,-30.9%,27.8%,?
O=C(c1c(Cl)cccc1Cl)N1CCN(c2ccccn2)CC1,1.0%,-0.1%,nt,-7.7%,1.6%,-4.8%,7.6%,-9.7%,i
Cc1ccc(S(=O)(=O)/N=C/N(C)C)cc1,-2.9%,-0.5%,-7.2%,-2.3%,-0.9%,10.4%,-6.5%,8.7%,?
CC1=CC(C)(C)NC(=S)N1c1ccc(C)cc1C,5.3%,-0.6%,-19.4%,4.7%,-9.2%,-55.0%,-20.9%,-0.7%,i
O=C(CN1C(=O)NC2(CCCc3ccccc32)C1=O)N1CCN(C(=O)c2ccco2)CC1 (configuration not stated),1.4%,-0.7%,5.7%,-5.0%,-1.4%,14.0%,2.1%,-1.9%,i
O=C(O)CSCC(=O)NCc1csc2ccc(Cl)cc12,5.9%,-1.0%,1.3%,11.4%,-0.2%,-10.4%,-13.1%,-0.4%,nt
COc1cc(S(=O)(=O)NC2CCCC2)ccc1-n1cnnn1,4.8%,-0.3%,0.5%,1.8%,10.1%,-9.4%,3.3%,-11.3%,i
OCC1CCCN(Cc2ccc(-c3ccccc3)cc2)C1 (configuration not stated),21.9%,3.7%,9.1%,-0.4%,4.6%,-21.7%,4.1%,?,i
O=C(N/N=C/c1cccc(Br)c1)C1CC(=O)N(c2ccccc2)C1 (configuration not stated),1.3%,3.1%,0.9%,-1.1%,-1.4%,11.0%,-15.1%,-12.8%,i
CCOC(=O)C1(Cc2ccccc2)CCN(Cc2cccc3c2OCO3)CC1,2.2%,0.1%,-7.8%,-16.4%,-11.8%,-14.6%,-31.6%,?,i
CN(c1ccccc1)S(=O)(=O)c1ccc(Cl)c(C(=O)Nc2ccc(N3CCOCC3)cc2)c1,1.8%,0.7%,-2.7%,-20.4%,-18.9%,-7.4%,1.1%,-0.8%,i
COc1ccc(-c2[nH]ncc2CNCCc2ncccc2C)cc1F,0.3%,-0.3%,2.2%,3.4%,15.6%,2.6%,-23.9%,3.9%,i
O=S(=O)(Nc1cc(Br)cc2cccnc12)c1ccccc1,?,nt,?,nt,8.91µM*,0.9%,nt,nt,nt
CC1(c2ccc3noc(-c4ccc(Cl)cc4)c3c2)OCCO1,8.4%,1.3%,nt,-11.2%,11.4%,0.1%,-0.7%,13.2%,i
CCCCc1nnc(NC(=O)CSc2nc(N)cc(=O)[nH]2)s1,-2.0%,0.0%,-6.2%,-5.1%,5.7%,8.0%,-7.4%,-1.5%,i
CC(=O)N[C@H]1[C@H]([C@H](O)[C@H](O)CO)O[C@](O)(C(=O)O)C[C@@H]1O,?,0.4%,12.6%,-15.3%,-6.6%,-7.3%,0.9%,2.8%,i
Cc1cc(=O)oc2cc(NC(=O)c3cccc(S(=O)(=O)N(C)C)c3)ccc12,-0.1%,0.1%,?,1.8%,-2.2%,6.3%,-13.8%,1.2%,i
CCOc1ccc(-n2c(SCc3ccccc3)nc3c([nH]c4ccccc43)c2=O)cc1,15.6%,0.7%,nt,nt,-0.9%,-1.4%,11.7%,nt,i
Cc1cc2ccc(C)c(C)c2nc1SCC#N,-2.8%,-0.3%,2.0%,-7.3%,1.5%,-15.6%,-10.1%,4.8%,i
CCOC(=O)[C@]12CCC=C1N(Cc1ccc(Cl)cc1Cl)C(=O)[C@H](CC(=O)NCc1cccs1)C2,nt,4.3%,nt,-10.9%,nt,nt,-34.2%,nt,?
CC(Nc1cc(N2CCN(C(=O)C(C)(C)C)CC2)ccc1[N+](=O)[O-])c1ccccc1 (configuration not stated),?,-0.7%,?,3.9%,?,0.5%,-30.8%,17.8%,?
O=C(COC(=O)C1CCC1)NCCc1ccc(Cl)cc1Cl,-1.9%,-0.4%,-0.8%,-4.8%,-22.9%,-6.2%,-3.1%,-1.7%,i
COCC(C)n1c(C)cc(C(=O)CSc2cc(C)c3ccccc3n2)c1C (configuration not stated),10.2%,1.7%,?,9.1%,?,-37.6%,-20.7%,?,i
CN(Cc1ccccc1)C(=O)c1ccc(NC(=O)Cc2ccc(NC(=O)C3CCN(C(=O)C4CCCCC4)CC3)cc2)cc1,6.0%,4.1%,?,4.7%,4.6%,-14.0%,-8.6%,?,?

# Whole records, quoted from the list. Order of screens: A549 viability | Nrf2 activator | Nrf2 block | EPAC2 antag | TGFb SMAD3 inh | HepG2 viability | ATXN2 expr inh | MCF10A rerep | ATXN viability
# Shown for O=C(c1c(Cl)cccc1Cl)N1CCN(c2ccccn2)CC1 → 1.0% | -0.1% | nt | -7.7% | 1.6% | -4.8% | 7.6% | -9.7% | i
# Shown for Cc1ccc(S(=O)(=O)CCC(=O)Nc2ccc(Br)cc2C)cc1 → 4.7% | 0.5% | -3.1% | nt | -13.5% | -31.2% | nt | nt | nt

# Compound activity as filed in PubChem.
